# Screening results from PubChem BioAssay.
# TNF necrop inh = inhibitors of TNF-alpha induced necroptosis in Jurkat FADD-/- cells | Jurkat FADD-/- TNF necroptosis rescue, ATP luminescence, 24 h; 0 = TNF only, 100 = no-TNF cells | activation (protection from cell death), % at 10 µM | 0.068% of 220,000 active;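 active means activation, meaning protection from cell death, of at least 50% relative to plate controls; inactive means activation below 50%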;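 further: necroptosis triggered by 40 ng/mL TNF-alpha added together with compound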
# KCC2 mod = KCC2 (human) Cl- transport modulation. Q9H2X9. KCC2 cells, thallium flux FluoZin-2 fluorescence. B-score of Tl+ flux slope (higher = more flux/activation; lower = inhibition) at 10 µM. 2.2% of 190,000 active. AID 1456;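 active means thallium flux slope and its plate-corrected score both differing from the plate sample mean at a set confidence after two filtering rounds, in either direction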;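 further: slope of fluorescence scaled to starting intensity during 10 to 20 s after thallium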
# Thrombin inh = blocks human thrombin protease activity; P00734; alpha-thrombin, Boc-VPR-AMC fluorogenic substrate cleavage; inhibition, % at 5 µM; 0.26% of 220,000 active; AID 1046;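 active means inhibition at or above 40%; inactive means inhibition below 40%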;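 further: 0% = enzyme with no compound and 100% = wells without enzyme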
#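 System: human alpha-thrombin protein; Compound dosing: one concentration per compound, 5 µM, with 0.2% DMSO; Timing: reaction at room temperature; Technique: AMC fluorescence, 355/460 nm; Controls: enzyme without compound as high, wells lacking enzyme as low.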
# hK5 inh = kallikrein 5 (human) inhibition | AID 873 | Q9Y337 | inhibition, % at 5 µM | recombinant hK5, fluorogenic AMC substrate cleavage | 0.59% of 210,000 active;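 active means inhibition of 40% or more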;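 further: 0% = enzyme controls without compound and 100% = no-enzyme blanks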
# Target sequence (Q9Y337 67-293 limits assumed): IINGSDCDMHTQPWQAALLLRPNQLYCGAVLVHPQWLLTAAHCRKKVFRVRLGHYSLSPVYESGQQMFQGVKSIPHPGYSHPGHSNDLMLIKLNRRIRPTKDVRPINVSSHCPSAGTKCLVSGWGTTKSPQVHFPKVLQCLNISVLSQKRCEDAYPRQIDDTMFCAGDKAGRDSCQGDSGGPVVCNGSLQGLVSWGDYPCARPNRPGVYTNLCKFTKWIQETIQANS
# Hck-Nef inh = blocks Nef-activated human Hck kinase | P08631 | Recombinant Hck-YEEI plus Nef, Z-Lyte FRET kinase assay | 0.68% of 220,000 active | inhibition, % at 20 µM | AID 463187;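 active means Hck-Nef kinase inhibition above about 50%, limit read from the data; inactive means inhibition below that limit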;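 further: 0% = DMSO with Hck plus Nef and 100% = Hck alone without Nef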
# FXIIa inh 1536 = blocks human coagulation factor XIIa protease activity; P00748; purified FXIIa, Boc-QGR-AMC fluorogenic substrate, 2 h; AID 800; inhibition, % at 5 µM; 0.3% of 220,000 active; in the data active means inhibition above about 40%;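 further: 0% = enzyme with no compound and 100% = blank without enzyme; many of its hits are not listed in these tables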
# FXIa inh 1536 = inhibitors of human coagulation factor XIa. inhibition, % at 5 µM. P03951. purified FXIa, Boc-Glu-Ala-Arg-AMC fluorogenic substrate. 0.14% of 220,000 active. AID 798;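 active means inhibition of at least 40%; inactive means inhibition below 40%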;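 further: fluorescence of freed AMC excited at 355 nm; 0% = enzyme without compound and 100% = no enzyme blank; many of its hits are not listed in these tables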
# Rad51 HR inh = Rad51 (human) homologous recombination inhibition. AID 1385. Q06609. hRad51 DNA strand exchange, fluorescence dequenching. 0.085% of 200,000 active. inhibition, % at 10 µM;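 active means inhibition above 40% at the single screening dose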;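 further: 0% = DMSO control wells and 100% = blanks with heterologous ssDNA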
# Target sequence (Q06609 whole entry, looked up): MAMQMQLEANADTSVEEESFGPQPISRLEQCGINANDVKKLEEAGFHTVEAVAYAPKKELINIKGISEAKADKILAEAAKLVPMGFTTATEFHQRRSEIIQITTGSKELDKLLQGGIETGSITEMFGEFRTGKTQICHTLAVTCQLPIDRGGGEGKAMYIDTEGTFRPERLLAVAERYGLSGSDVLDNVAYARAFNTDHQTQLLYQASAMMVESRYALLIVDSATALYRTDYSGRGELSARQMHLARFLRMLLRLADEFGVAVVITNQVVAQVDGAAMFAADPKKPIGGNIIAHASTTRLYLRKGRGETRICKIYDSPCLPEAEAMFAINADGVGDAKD
#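 material = hRad51 filaments on single-stranded DNA | timing = filaments 15 min 37 °C, then compound 30 min | signal = FRET fluorescence dequenching, excitation 485 nm, emission 520 nm | benchmarks = control wells and blank wells on each plate | evaluation = percent inhibition relative to plate controls and blanks | compound = 10 µM final, single point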
# zVAD death inh = L929 zVAD cell death inhibition; 0.38% of 220,000 active; AID 1377; L929 zVAD necroptosis rescue, ATP luminescence, 24 h; with zVAD 60 µM; viability rescue, % at 10 µM;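 active means activation, scaled between plate controls, above about 75%, limit read from the data; inactive means activation under that limit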;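 further: 0% = zVAD with DMSO and 100% = DMSO alone without zVAD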
# Numbers without * were called inactive; / = no result given. This is a subset (hit frequency here may not be typical).
SMILES,TNF necrop inh,KCC2 mod,Thrombin inh,hK5 inh,Hck-Nef inh,FXIIa inh 1536,FXIa inh 1536,Rad51 HR inh,zVAD death inh
O=C(CSCc1c(Cl)cccc1Cl)NCc1ccco1,-1.3,-0.52,-5,-15,6,2,-2,-2,-0.5
Nc1nnc(CC(=O)N/N=C/c2ccc(-c3ccccc3)o2)s1,-0.2,0.0035,8,-1,3,4,6,6,0.7
Cc1ccc(CSCCNS(=O)(=O)c2ccccc2)cc1,1.6,-0.76,0,-18,2,8,5,-1,0.5
O=C(c1ccccc1F)N1CCN(c2ccccc2)CC1,-2.0,-1.3,-2,-22,2,-11,-20,0,-0.3
CCOC(=O)Cc1csc(NC(=O)/C=C\c2ccccc2Cl)n1,-0.8,0.00092,/,-2,21,7,3,-2,4.3
CC1CCCN(CCCOc2ccc([N+](=O)[O-])cc2)C1 (stereo not drawn),1.8,1.1,2,15,-1,8,3,-11,-0.6
Cc1cccc(NC(=O)c2sc(NC(=O)COc3ccccc3)c(C#N)c2C)c1C,1.3,2,-4,-12,3,13,3,-6,0.0
CCc1nn2c(=O)cc(COc3ccc(/C=C4\C(=N)N5N=C(C)SC5=NC4=O)cc3)nc2s1,1.9,-0.85,10,-51,75*,8,1,19,7.4
Cc1cccc2cc(COC(=O)c3cccs3)c(=O)[nH]c12,1.1,-0.51,-8,-22,4,3,0,5,0.3
COc1ccc(/C=C/C(=O)N[C@H](C(=O)O)C(C)C)cc1,-0.3,0.23,-8,-6,-16,3,-5,2,0.0
C=CCn1c(SCC(=O)Nc2ncc(Cc3ccc(C)c(Cl)c3)s2)nnc1-c1ccncc1,1.9,-0.87,3,-7,10,12,8,19,0.4
CCn1c2ccccc2c2cc(NC(=O)c3cccc(OC)c3)ccc21,-13,/,-8,-3,0,-18,-9,/,21
COc1ccc2c(c1)-c1ccccc1S(=O)(=O)N2C,-2.0,-0.22,2,1,3,12,5,2,0.2
CC(=O)N1N=C(c2ccc(C)cc2)CC1c1ccco1 (stereo not drawn),-1.4,0.0018,4,-8,-9,3,-3,-66,0.6
CC(=O)C1(C)N(O)C(C)(C)C(c2ccco2)=[N+]1[O-] (stereo not drawn),-0.8,1.9,14,1,-1,26,17,1,-0.1
c1ccc(Nc2ccccn2)nc1,8.3,1.2,-2,-2,21,2,-2,2,2.8
COc1ccc(OC(=O)CCCN2C(=O)c3ccccc3C2=O)cc1,-2.6,/,-9,1,0,3,3,1,-0.3
CCOC(=O)CSc1nc2cc(C(=O)N3CCC(C(N)=O)CC3)ccc2c(=O)n1-c1ccccc1,-0.8,0.068,3,0,-1,11,0,-3,0.1
CCC1=C2CC[C@H]3C(=O)N(CC)C(=O)[C@H]3[C@H]2[C@@]2(Cc3ccccc3)C(=O)N(Cc3ccccc3)C(=O)N2C1=O,-2.2,-1,-3,1,21,6,-1,2,-0.3
CC(C)=CCCC(C)N(C=O)C(C)CCC=C(C)C (stereo not drawn),0.9,0.35,/,/,0,/,/,11,1.6
O=C(COC(=O)c1cccnc1Cl)Nc1nc(-c2ccccc2)cs1,1.5,-5.3*,-12,-8,2,7,-5,-4,-1.1
Cc1nn(C)c(C)c1N1C(=O)c2cccc3c(Br)ccc(c23)C1=O,-18,-1.3,2,-13,7,14,7,2,-1.8
Cc1ccccc1N(CC(=O)N/N=C/c1ccc(F)cc1)C(=O)c1ccccc1,1.8,-0.15,-6,11,9,1,-6,-2,0.6
COC(=O)c1ccccc1NC(=O)n1cc(C)cn1,0.4,1.4,-4,0,2,3,-7,1,1.0
CC(C)CCN1NC2(CCCC(C)C2)NC1=S (stereo not drawn),0.9,1.5,-2,4,2,10,-3,-6,-0.9

# The list continues:
SMILES,TNF necrop inh,KCC2 mod,Thrombin inh,hK5 inh,Hck-Nef inh,FXIIa inh 1536,FXIa inh 1536,Rad51 HR inh,zVAD death inh
CCNC(=S)/N=C(/Nc1ccc(OC)cc1)Nc1nc(C)cc(C)n1,0.7,0.41,2,-5,14,12,-4,16,1.5
O=C(COC(=O)c1ccco1)Nc1nc2ccc([N+](=O)[O-])cc2s1,2.7,-0.38,2,0,13,11,4,8,42
CN(c1ccccc1)S(=O)(=O)c1ccc(NC(=O)c2ccco2)cc1,0.1,-0.32,1,-10,18,3,-4,8,3.0
O=C(Nc1ccc(F)cc1)/C(Cl)=C/c1ccccc1,0.4,0.023,3,-12,-48,-2,-3,8,1.7
COc1ccc(-c2onc(C)c2-c2ccc3c(c2)OCCO3)c(O)c1,-3.1,0.069,-8,-7,19,5,-9,11,-0.3
COc1cccc(CN2CCCC(C(=O)c3ccc4c(c3)OCO4)C2)c1O (stereo not drawn),2.8,-0.4,-2,0,10,9,5,-15,-4.6
O=C(c1ccc(Cl)s1)N1CCOCC1,-0.9,0.76,-12,-1,1,-9,-9,/,0.8
CCOC(=O)C1CCCN(Cc2cc(=O)oc3cc(C)ccc23)C1 (stereo not drawn),1.4,-0.2,-2,9,23,6,6,8,0.1
CCNC(=O)N1CCNC(=O)C1CC(=O)Nc1ccc(C(=O)OCC)cc1 (stereo not drawn),0.2,/,1,-4,9,10,-1,-5,-0.6
O=C(c1cc2nc(C3CC3)cc(C(F)(F)F)n2n1)N1CCCC1,-0.3,-0.54,6,-17,7,8,5,-12,-0.1
Cc1ccc(-c2c3c(=O)n(C)c(=O)n(C)c3cn2Cc2ccccn2)cc1,-1.7,-0.59,-2,-6,5,10,-6,-1,0.1
Cn1c(CNC(=O)c2ccco2)nnc1SCC(=O)N1c2ccccc2Sc2ccccc21,-2.2,-0.34,2,1,-1,7,3,-4,-0.1
COc1ccc(C(=O)CSc2nnc(Cc3ccccc3)o2)cc1,9.1,-2.9,2,-1,3,6,-2,1,0.6
CCCN(Cc1ccc(N(CC)CC)cc1)CC1CC1,-0.6,-0.03,2,-2,1,20,0,3,0.0
NC(=O)CNC(=O)[C@@H]1CC2(CC(c3ccccc3)=NO2)CN1C(=O)c1ccc(Br)cc1 (stereo partly drawn),-1.6,0.099,0,0,-1,5,1,-2,-0.2
COc1ccc(Cl)cc1NC(=O)c1[nH]nc(OC)c1[N+](=O)[O-],0.2,-1.2,0,-10,16,0,-6,9,1.8
CC(NC(=O)c1cc(COc2ccc3ncccc3c2)on1)c1ccc(F)cc1 (stereo not drawn),-11,0.076,-3,-1,8,4,0,14,-1.1
C=C1C(=O)[C@@]23[C@H](O)C[C@@H]4C(C)(C)CC[C@H](O)[C@@]4(C)[C@@H]2CC[C@@H]1[C@H]3O,-27,-0.46,-1,-9,15,7,-2,-1,121*
COc1ccc(NC2=C(c3ccc(OC)cc3)C(=O)c3ccccc32)cc1,1.0,0.26,2,-9,1,5,7,-3,0.3
O=C(CSc1ncnc2[nH]ncc12)Nc1cccc(Oc2ccccc2)c1,-3.5,-0.97,-5,-2,12,5,5,-4,3.3
O=S(=O)(Nc1ccc(N2CCCCC2)cc1)c1ccc(F)cc1F,-1.2,0.35,-7,-6,9,2,-3,-9,1.1
OCCNC(=S)Nc1cccc(Cl)c1Cl,2.8,-0.15,-4,-3,7,2,1,8,0.2
O=C(CNC1CCCCCC1)Nc1ccccc1N1CCCCC1,1.3,-0.07,-5,-7,-1,5,-6,-3,0.8
CCC(=O)c1ccc(OCC(=O)N(C)CC(=O)Nc2cccc(F)c2)cc1,1.3,-0.6,8,-2,25,8,1,34,0.2
N/C(=N\OC(=O)Cc1ccccc1[N+](=O)[O-])c1cccc(Br)c1,-0.4,-0.53,0,/,2,11,1,21,-0.7

# Additional entries
SMILES,TNF necrop inh,KCC2 mod,Thrombin inh,hK5 inh,Hck-Nef inh,FXIIa inh 1536,FXIa inh 1536,Rad51 HR inh,zVAD death inh
CCc1cc2cc3c(cc2nc1SCC(=O)N1CCN(C(=O)c2ccco2)CC1)OCO3,-9.8,/,-1,-15,1,7,4,/,-0.3
CN(CC(=O)N1CCN(C2CCCCC2)CC1)S(=O)(=O)c1cccc2nsnc12,1.0,-0.27,-5,-8,-1,4,-2,3,0.9
Cc1nc(N)sc1-c1csc(Nc2ccccc2)n1,-2.8,0.48,3,-13,14,-2,3,-7,2.4
O=C(Nc1ccc(Oc2ccccc2)cc1)c1cnc2n(c1=O)CCS2,-11,0.026,0,-8,2,2,-4,4,-0.3
CCOC(=O)c1ccc(N2C(=O)CC(Sc3nnc(C)s3)C2=O)cc1 (stereo not drawn),-11,-0.018,1,3,-1,17,7,-4,0.6
Cc1cc(SCC(=O)N(C)C2CCS(=O)(=O)C2)nc2c(C)cccc12 (stereo not drawn),-0.1,0.035,-1,26,13,27,15,1,-0.2
NC(=O)CC(NC(=O)c1ccccc1)c1ccc(NCCc2cccc(F)c2)c([N+](=O)[O-])c1 (stereo not drawn),1.2,-0.69,4,6,26,12,6,2,0.5
Cc1cc(C)nc(N/N=C/c2ccccc2Cl)n1,2.2,0.098,-9,4,2,10,5,/,0.1
COC(=O)C1CCN(C(=O)c2ccc(SC)cc2OC)CC1,0.6,/,3,3,7,6,3,-1,2.1
CCN(CC#CCC1(O)c2ccccc2-c2ccccc21)C(C)C,-0.6,1.7,3,-9,1,15,3,/,-0.4
C=CCNC(=S)N/N=C/c1ccc(N(CC)Cc2ccccc2)cc1,0.7,0.31,4,6,10,8,5,1,0.9
CCOCCn1c(SCCc2ccccc2)nc2c1c(=O)[nH]c(=O)n2C,-2.1,-0.99,-8,-5,-7,6,-6,-4,-0.7
O=S(=O)(c1ccccc1)N1CCC2(CC1)OCCO2,-0.2,-1.6,-4,/,-4,11,2,/,-0.6
Cc1ccc(Nc2nc3c(s2)CCC3)c(C)c1,1.3,-0.8,1,-4,1,12,-8,-3,0.3
CC(=O)Nc1nnc(CCN2CCCCC2)s1,-0.6,-0.03,4,-2,1,14,7,-1,0.3
CCC(C)/C(C)=N/NC(=O)c1cn(-c2ccccc2)nc1-c1ccccc1 (stereo not drawn),0.4,0.055,-6,-7,2,4,1,-4,1.9
CC/C(=N\NC(=O)c1ccc2c(c1)OCO2)C12CC3CC(CC(C3)C1)C2,1.7,0.69,-5,1,0,5,-5,-4,0.8
Cc1cc(Cl)c(S(=O)(=O)Nc2ccc3c(c2)OCO3)cc1OCC(=O)NC1CCCCC1,-0.4,-0.69,4,-8,-2,14,3,-7,-0.1
COC1CCCCC1Nc1cccc(SC)c1 (stereo not drawn),-2.9,2,-5,7,1,-2,-3,5,-0.2
Cn1c(SCC(=O)NCc2ccc3c(c2)OCO3)nc2scc(-c3cccs3)c2c1=O,-9.5,-0.9,-3,1,4,7,-3,0,-0.2
COc1cccc(/C=N/NC(=O)CNC(=O)COc2ccccc2)c1O,-14,-0.03,-2,-11,-17,16,3,/,4.1
